# AddAB inh = growth inhibition of E. coli expressing H. pylori AddAB, primary screen, AddAB inhibitor project, absorbance; AID 435030, 2010; inhibition, % at 11.9 µM; 0.29% of 330,000 active; in the data active means inhibition above about 12%;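 further: 0% = vehicle wells of infected cells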
# HTR5A inv ag = HTR5A inverse agonists in luminescence cell assay, primary screen, counter-screen for OPRM1-OPRD1 heterodimer inverse agonist project, full-deck HTS | 5-hydroxytryptamine receptor 5A (Homo sapiens), P47898 | HTR5A cell line, inverse agonism | inhibition, % at 9.3 µM | 0.083% of 340,000 active | AID 504634, 2011; in the data active means inhibition mostly above about 23%, no sharp cut-off; inactive means mostly below about 18%;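 further: 0% = cells with DMSO and 100% = no-cell wells with DMSO; some compounds called inactive have numbers as strong as hits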
# MOR-DOR inv ag = inverse agonists of MOR-DOR heterodimerization, primary screen, cell-based, luminescence. cell-based MOR-DOR heterodimer luminescence, inverse agonism. 0.21% of 340,000 active. inhibition, % at 9.3 µM; in the data active means inhibition above about 22%, passing the limit was not always enough;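 further: 0% = cells with DMSO and 100% = wells without cells with DMSO; values of inactives mirror those of a sister screen read the other way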
# Target sequence (P35372 whole entry, looked up): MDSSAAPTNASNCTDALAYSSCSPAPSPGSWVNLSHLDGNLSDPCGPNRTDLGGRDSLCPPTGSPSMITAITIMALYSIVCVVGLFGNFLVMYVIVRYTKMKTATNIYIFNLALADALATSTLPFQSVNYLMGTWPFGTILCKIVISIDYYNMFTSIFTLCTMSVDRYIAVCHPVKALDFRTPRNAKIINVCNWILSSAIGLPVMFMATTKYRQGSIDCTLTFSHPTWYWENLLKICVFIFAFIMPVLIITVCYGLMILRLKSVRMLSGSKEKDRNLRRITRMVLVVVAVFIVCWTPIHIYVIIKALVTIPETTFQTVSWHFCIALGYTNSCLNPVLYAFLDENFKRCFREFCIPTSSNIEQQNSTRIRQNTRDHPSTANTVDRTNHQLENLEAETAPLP
# Target sequence (P41143 whole entry, looked up): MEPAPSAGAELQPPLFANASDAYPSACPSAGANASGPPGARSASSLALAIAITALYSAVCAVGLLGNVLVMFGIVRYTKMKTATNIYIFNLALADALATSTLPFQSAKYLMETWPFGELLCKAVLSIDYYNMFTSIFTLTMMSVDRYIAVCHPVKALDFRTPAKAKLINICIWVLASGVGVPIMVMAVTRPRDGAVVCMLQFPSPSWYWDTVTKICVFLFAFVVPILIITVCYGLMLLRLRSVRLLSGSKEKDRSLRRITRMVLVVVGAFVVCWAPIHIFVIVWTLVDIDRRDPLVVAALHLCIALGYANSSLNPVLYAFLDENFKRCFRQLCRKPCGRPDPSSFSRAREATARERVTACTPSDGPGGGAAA
# OPRM1-OPRD1 ag = agonists of OPRM1-OPRD1 heterodimerization, primary screen, cell-based, luminescence; AID 504326, 2011; 0.3% of 340,000 active; activation, % at 9.3 µM; cells; Mu-type opioid receptor (Homo sapiens) + Delta-type opioid receptor (Homo sapiens), …; in the data active means activation above about 18%;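 further: 0% = vehicle-treated cells and 100% = reference agonist; values of inactives mirror those of a sister screen read the other way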
# PfHsp90 set2 = growth inhibition of PfHsp90-expressing yeast, primary screen, antimalarial PfHsp90 inhibitor project, S. cerevisiae, BacTiter-Glo luminescence, single point, set 2; BacTiter-Glo ATP, 48 h; yeast lacking PDR1 and PDR3 efflux regulators; inhibition, % at 9.4 µM; 0.32% of 310,000 active; AID 504621, 2011;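 active means every replicate shows inhibition above about 80%, whatever the replicate mean, limit read from the data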;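 further: 0% = DMSO neutral controls and 100% = 20 µM radicicol positive controls; yeast relying on Plasmodium falciparum Hsp90 in place of its own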
# PKA-R1A act = activators of PKA-R1A holoenzyme, primary screen, biochemical, fluorescence polarization, Cy5-IP20, bovine R1A, mouse PKAc; PKA-R1A dissociation; scaled: DMSO 0%, 113 µM cGMP 100%; 0.083% of 340,000 active; cAMP-dependent protein kinase type I-alpha regulatory subunit (Bos taurus) + …; activation, % at 11.4 µM;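 active means percent activation above the mean of all tested compounds plus 3 SD, cut at about 19% in these data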;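 further: higher means more PKAc released from R1A so a rise in polarization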
# Tat transport = E. coli Tat export inhibitors, primary screen, MC4100, TorA-mCherry reporter, fluorescence, single point | inhibition, % at 10 µM | 0.036% of 340,000 active;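 active means mean replicate inhibition at least 50% and at least half of replicates individually reaching 50%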;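 further: exported cargo escapes ClpAP degradation while cytoplasmic cargo is degraded and loses fluorescence; 0% = median of neutral control wells and 100% = median of NaSCN control wells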
# PKA-R2B act = activators of PKA-R2B holoenzyme, primary screen, biochemical, fluorescence polarization, Cy5-IP20, human. cAMP-dependent protein kinase catalytic subunit beta (Homo sapiens) + cAMP-dependent …. PKA-R2B holoenzyme dissociation; R2B truncated from residue 108, S112A mutant; 0% DMSO only, 100% 113 µM cGMP. activation, % at 11.4 µM. 0.079% of 340,000 active;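 active means activation above a cutoff set at the mean over all compounds plus 3 SD, cut at about 18% in these data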;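 further: higher means more holoenzyme dissociation and a rise in polarization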
# phage Ecoli inh = growth loss of phage-infected E. coli, primary screen, RecBCD inhibitor project, absorbance, with phage, HTS | inhibition, % at 11.9 µM | 0.26% of 360,000 active; in the data active means inhibition above about 11%
# E coli growth = E. coli V3065 growth inhibition, primary screen, counter-screen for AddAB inhibitor project, absorbance, OD600. 18 h. 0.27% of 330,000 active. inhibition, % at 11.9 µM;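 active means inhibition above the campaign's mean inhibition across all tested compounds plus 3 SD, cut at about 9.9% in these data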;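 further: uninfected addAB+ strain grown without phage in ampicillin broth; 0% = DMSO wells and 100% = ciprofloxacin 0.95 µg/ml wells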
# Mot1-301 SUMO = yeast Mot1-301 growth rescue at high temperature, primary screen, SUMOylation pathway inhibitor project, S. cerevisiae, ATP luminescence, 38.5C. S. cerevisiae Mot1-301 growth rescue; percent above DMSO median, 100 means doubled. growth rescue, % at 18.8 µM. 1% of 320,000 active. AID 2716, 2010;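 active means every valid replicate shows activation above 250% relative to neutral control wells; inactive means the rest, any valid replicate at or below 250%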;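 further: OY570 slx delta 5 strain wells were the positive control but not used for scaling; some compounds called inactive have numbers as strong as hits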
# * marks the source's active call; other numbers are inactive results; . = not tested or not shown.
nr	structure	AddAB inh	HTR5A inv ag	MOR-DOR inv ag	OPRM1-OPRD1 ag	PfHsp90 set2	PKA-R1A act
1	COc1cc(S(=O)(=O)N(C)C2CCCCC2)c(C)cc1C	.	18	-40	7.9	-6	-3
2	Cc1ccccc1NC(=O)c1cnc2ccccn2c1=O	1.3	20	-2	0.3	10	-5
3	O=C1CC(c2cccnc2)c2cc3c(cc2N1)OCO3 (stereo not given)	4.1	9	13	-2.3	-37	-2
4	Cc1ccc(N(C(=O)CNC(=O)c2ccco2)C(C(=O)NC2CCCC2)c2ccncc2)cc1F (stereo not given)	4.0	-37	17	-2.6	17	-2
5	Cn1ncc(Br)c1C(=O)N1CCOCC1	2.0	-11	15	-2.8	-5	-2
6	COc1ccc(N2C(=O)C(Cl)=C(N3CCCC3)C2=O)cc1	0.9	-20	4	-0.7	8	-15
7	O=c1c(/C=C(\O)c2ccccc2)nc2ccccc2n1-c1ccccc1	2.2	-13	13	-2.6	1	4
8	CCC(=O)c1ccccc1OCC(=O)Nc1c(C)cccc1C	2.1	12	0	-0.1	-12	-15
9	NS(=O)(=O)c1ccc(CCNC(=O)CSc2nc3ccccc3c(=O)n2CCC(=O)N2CCCCC2)cc1	0.2	-17	2	-0.3	-22	1
10	O=C(O)CSc1nnc(-c2ccc(Cl)cc2Cl)n1-c1ccc(Br)cc1	-2.2	-6	18	-3.8	6	-3
11	CCOC(=O)N1CCN(c2ccc(C(=O)c3cccc(F)c3)cc2)CC1	1.8	1	4	-0.9	0	4
12	O=C(COC(=O)c1ccc(O)cc1)NCCC1=CCCCC1	1.9	11	-1	0.3	-20	-7

nr	Tat transport	PKA-R2B act	phage Ecoli inh	E coli growth	Mot1-301 SUMO
1	11	-6	2.3	.	.
2	-3	7	-0.7	-0.9	13
3	0	-6	1.8	2.8	-7
4	4	-8	-0.1	2.1	14
5	-17	-8	4.1	1.0	-4
6	-5	1	2.2	-1.5	-1
7	5	6	-0.2	1.8	-7
8	-1	-15	4.2	0.1	2
9	0	3	1.1	-0.7	-10
10	-2	9	0.4	-1.4	0
11	2	-2	.	0.9	-4
12	-4	-5	2.2	-1.7	-1

# In another format: eleven of the compounds above.
# Results follow in this order: AddAB inh | HTR5A inv ag | MOR-DOR inv ag | OPRM1-OPRD1 ag | PfHsp90 set2 | PKA-R1A act | Tat transport | PKA-R2B act | phage Ecoli inh | E coli growth | Mot1-301 SUMO
[1] COc1cc(S(=O)(=O)N(C)C2CCCCC2)c(C)cc1C
→ . | 18 | -40 | 7.9 | -6 | -3 | 11 | -6 | 2.3 | . | .
[2] Cc1ccccc1NC(=O)c1cnc2ccccn2c1=O
→ 1.3 | 20 | -2 | 0.3 | 10 | -5 | -3 | 7 | -0.7 | -0.9 | 13
[3] O=C1CC(c2cccnc2)c2cc3c(cc2N1)OCO3 (stereo not given)
→ 4.1 | 9 | 13 | -2.3 | -37 | -2 | 0 | -6 | 1.8 | 2.8 | -7
[4] Cc1ccc(N(C(=O)CNC(=O)c2ccco2)C(C(=O)NC2CCCC2)c2ccncc2)cc1F (stereo not given)
→ 4.0 | -37 | 17 | -2.6 | 17 | -2 | 4 | -8 | -0.1 | 2.1 | 14
[5] Cn1ncc(Br)c1C(=O)N1CCOCC1
→ 2.0 | -11 | 15 | -2.8 | -5 | -2 | -17 | -8 | 4.1 | 1.0 | -4
[6] COc1ccc(N2C(=O)C(Cl)=C(N3CCCC3)C2=O)cc1
→ 0.9 | -20 | 4 | -0.7 | 8 | -15 | -5 | 1 | 2.2 | -1.5 | -1
[7] O=c1c(/C=C(\O)c2ccccc2)nc2ccccc2n1-c1ccccc1
→ 2.2 | -13 | 13 | -2.6 | 1 | 4 | 5 | 6 | -0.2 | 1.8 | -7
[8] CCC(=O)c1ccccc1OCC(=O)Nc1c(C)cccc1C
→ 2.1 | 12 | 0 | -0.1 | -12 | -15 | -1 | -15 | 4.2 | 0.1 | 2
[9] NS(=O)(=O)c1ccc(CCNC(=O)CSc2nc3ccccc3c(=O)n2CCC(=O)N2CCCCC2)cc1
→ 0.2 | -17 | 2 | -0.3 | -22 | 1 | 0 | 3 | 1.1 | -0.7 | -10
[10] O=C(O)CSc1nnc(-c2ccc(Cl)cc2Cl)n1-c1ccc(Br)cc1
→ -2.2 | -6 | 18 | -3.8 | 6 | -3 | -2 | 9 | 0.4 | -1.4 | 0
[11] CCOC(=O)N1CCN(c2ccc(C(=O)c3cccc(F)c3)cc2)CC1
→ 1.8 | 1 | 4 | -0.9 | 0 | 4 | 2 | -2 | . | 0.9 | -4

# The results go on.
nr	structure	AddAB inh	HTR5A inv ag	MOR-DOR inv ag	OPRM1-OPRD1 ag	PfHsp90 set2	PKA-R1A act
13	CCCCCCn1cnc2c(c1=O)c1nc3ccccc3nc1n2Cc1cccs1	0.8	-20	-2	0.3	8	2
14	Cc1ccc(NC(=O)C=NOCC(=O)Nc2cc(C)cc(C)c2)cc1	0.5	3	-12	3.0	-6	-5
15	O=C(NNS(=O)(=O)c1ccc([N+](=O)[O-])cc1)c1ccncc1	3.6	6	7	-1.4	-21	3
16	O=C(N/N=C/c1ccncc1)c1nc(-c2ccccc2)n2c1CCCCC2	-0.2	-4	-1	0.1	-9	-10
17	CCOC(=O)N1CCN(C(=O)Cn2ncc3ccccc32)CC1	-0.9	-25	15	-3.0	-19	-6
18	O=C(CNC(=O)c1cccs1)N/N=C/c1ccco1	-0.1	-1	6	-1.3	-34	4
19	COc1cc2c(cc1OC)CN(C(=O)C1CCCN1S(=O)(=O)c1ccc(F)cc1)CC2 (stereo not given)	3.9	9	-1	0.2	4	-3
20	COc1ccc(C(=O)NC(=S)NC(C)c2ccccc2)cc1 (stereo not given)	0.6	-4	-10	2.0	-14	1
21	O=C(c1ccc([N+](=O)[O-])o1)N1CCN(c2nc3c(F)cc(F)cc3s2)CC1	3.8	-11	-14	2.6	.	-4
22	CC(C)(C)CN1C(=O)C(=O)NC[C@@H]1Cc1ccc(O)cc1	3.5	33	5	-0.9	-4	-5
23	O=C(O)c1cc([N+](=O)[O-])c(NCc2cccnc2)c([N+](=O)[O-])c1	2.2	3	-20	3.6	-4	-2
24	COc1ccc(NC(=O)c2nc[nH]c2C(=O)N[C@@H](C)c2ccccc2)cc1	0.1	-12	-16	3.5	-17	9

nr	Tat transport	PKA-R2B act	phage Ecoli inh	E coli growth	Mot1-301 SUMO
13	-8	3	0.9	2.0	350
14	-11	-6	0.9	-0.1	17
15	0	4	-0.9	-0.4	-9
16	-3	2	1.5	-1.0	1
17	-4	-6	0.0	-0.3	0
18	3	7	0.5	-0.3	1
19	-2	-1	-1.0	1.9	10
20	-4	-8	2.7	-0.9	5
21	-2	-11	2.6	2.0	150
22	-7	3	5.2	0.0	207
23	-1	5	4.4	-1.1	-6
24	9	-5	-0.5	-1.7	-14

# (cont.)
nr	structure	AddAB inh	HTR5A inv ag	MOR-DOR inv ag	OPRM1-OPRD1 ag	PfHsp90 set2	PKA-R1A act
25	COc1ccc(CN2CCSc3sccc3C2=O)cc1	-0.1	13	16	-3.4	29	-8
26	CN(Cc1ccccc1)c1ccc(C(CC(N)=O)NC(=O)Cc2ccc(Br)cc2)cc1[N+](=O)[O-] (stereo not given)	4.2	-2	12	-2.6	-7	-1
27	CC(=O)Nc1ccc(C(=O)CSc2nc3ccccc3n2CC(=O)N2CCCC2)cc1	-0.3	.	.	.	-1	5
28	COc1ccc(C)cc1NC(=O)NCc1ccccc1F	3.8	18	6	-1.2	-1	3
29	O=C(NCc1ccc(Cl)cc1)C1=Cc2cc(Cl)ccc2OC1	3.3	-10	-22	4.0	15	-5
30	FC(F)(F)c1nnc2sc(-c3ccccn3)nn12	-2.6	11	10	-1.7	-3	-1
31	CCOc1cccc(-c2nc(C(N)=O)c3[nH]c(=O)n(-c4cccc(Cl)c4)c3n2)c1O	0.5	10	0	-0.1	-34	-7
32	Cc1cccc(-n2ncc3c2CCCC3NC(=O)C2CCOCC2)c1C (stereo not given)	0.7	-14	4	-0.8	-7	5
33	Cc1ccc(-c2cn3cccnc3n2)cc1	4.1	-2	-7	1.5	.	-3
34	CCNC(=S)N/N=C/c1ccco1	0.1	4	6	-1.1	-19	-11
35	COc1cc(OC)c(/C=N/n2c(C3CCCCC3)n[nH]c2=S)c(OC)c1	-1.0	0	5	-1.1	1	2
36	CCOc1ccccc1NC(=O)CSc1nc2c(c(=O)n1C)SC(C)C2 (stereo not given)	3.5	1	-21	4.1	-9	-4

nr	Tat transport	PKA-R2B act	phage Ecoli inh	E coli growth	Mot1-301 SUMO
25	4	-2	2.0	-0.3	22
26	-5	-6	3.6	-2.0	-4
27	3	7	-0.4	1.4	-23
28	-1	1	2.6	2.1	4
29	0	-2	4.2	1.4	12
30	-4	-1	0.9	-2.5	-29
31	1	-1	-1.0	1.7	-7
32	3	1	2.1	2.6	258
33	-6	-3	-1.4	-1.8	3
34	2	2	2.8	1.7	-2
35	-1	-7	-1.5	-2.1	1
36	0	1	-1.0	0.0	36

# Going on with the list:
nr	structure	AddAB inh	HTR5A inv ag	MOR-DOR inv ag	OPRM1-OPRD1 ag	PfHsp90 set2	PKA-R1A act
37	Cc1cccc(NCc2ccc(O)c3ncccc23)c1	5.7	-8	-20	4.3	-1	8
38	COC(=O)c1cc(C(=O)OC)cc(-n2c(C)cc(C(=O)COC(=O)CNS(=O)(=O)c3ccc(C)cc3)c2C)c1	2.0	-40	3	-0.6	-10	1
39	CC12CCC3(CO)COC(c4ccccc4O1)C2C3 (stereo not given)	2.8	9	4	-0.7	40	2
40	CCN(CC)CCCC(C)NC(=O)c1cccc(S(=O)(=O)N2CCc3ccccc32)c1 (stereo not given)	-1.4	-4	13	-2.5	4	-2
41	O=c1c2ccccc2nc(-c2ccc(Br)cc2)n1Cc1ccccc1	1.4	-1	-33	5.9	-48	-10
42	C=CCn1c(=O)c2ccccc2n2c(SC(C)C(=O)Nc3nc(-c4ccccc4)cs3)nnc12 (stereo not given)	-4.4	-2	16	-3.0	-30	1
43	C/C(=N\NC(=O)CNC(=O)c1cccc(F)c1)c1ccc2ccccc2c1	0.5	9	8	-1.2	-13	-2

nr	Tat transport	PKA-R2B act	phage Ecoli inh	E coli growth	Mot1-301 SUMO
37	-6	-1	5.0	3.4	-1
38	-2	6	3.1	0.9	0
39	1	-11	3.8	-2.7	3
40	-11	-5	1.2	-2.2	-6
41	9	-13	0.8	-0.7	-5
42	1	-18	0.2	-3.0	-8
43	-3	6	0.9	-1.2	-4

# Screens from PubChem.
